From PubChem BioAssay
TCR activator = T cell receptor activation. primary human leukocytes, anti-CD3, IL-2 HTRF, 48 h. Potency, µM (series often up to 9.22 µM), inactives show at the highest dose activation of IL-2 secretion, most hits filed as activators. 330,000 tested, under 10 active; note: % of control where 0% means no effect
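Primary human leukocytes were stimulated with a-CD3 beads plus compounds for 48 hr without co-stimulation; secreted IL-2 was quantified by HTRF using a-IL-2-K (europium cryptate) and a-IL-2-d2, excited at 320nm with acceptor emission read at 665nm.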
Integrin act MD = activators of alpha7 integrin expression for muscular dystrophy | Potency, µM (titrated, usually from 38.3 µM), for the others: top-dose activation, usual class: activators | alpha7betagal myoblasts, beta-gal FDG fluorescence, 48 h | 350,000 compounds, 0.064% hits | AID 624291;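 note: potency is the fitted concentration of half-maximal effect; 100% = response of the positive control SU9516; nearly all actives have a fitted effect of over 60% in size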
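alpha7betagal+/- myoblasts (passage 13, 250/well) treated 48 h at 37C with compounds at 1:260 dilution of DMSO stock. Lysed, then beta-galactosidase activity read as FDG fluorescence (ex 480/em 540) after 30 min, with pre-read for autofluorescence.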
TSHR antagonist = antagonists of human thyroid stimulating hormone receptor; P16473; TSHR-expressing cells, TSH-stimulated cAMP HTRF, 2 h; active compounds read low; AID 504810; activity change, negative = inhibition, % at 11.5 µM; 330,000 compounds, 0.2% hits;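 active = activity change below a set negative limit, meaning inhibition stronger than a set level, cut at about -70% in these data; inconclusive = activity change between two set negative limits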; note: % is set by controls: 0 for no effect and ±100 for the full control effect
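TSHR-expressing cells were treated with compounds, then stimulated with TSH at EC80 (4nM final) for 2 hours at 37 deg C. Cellular cAMP was measured by HTRF competition between lysate cAMP and cAMP-d2 for a cryptate-labelled anti-cAMP antibody.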
Eya2 phos inh = blocks the phosphatase activity of human Eya2. recombinant Eya2, OMFP fluorescence dephosphorylation (OMFP is methylfluorescein phosphate). 330,000 compounds, 0.006% hits. Potency, µM (top dose mostly 76.9 µM), for the others: top-dose activity, negative = inhibition, actives largely listed as inhibitors; note: potency is the fitted concentration of half-maximal effect; % is set by controls: 0 for no effect and ±100 for the full control effect
Target sequence (O00167 whole entry, looked up): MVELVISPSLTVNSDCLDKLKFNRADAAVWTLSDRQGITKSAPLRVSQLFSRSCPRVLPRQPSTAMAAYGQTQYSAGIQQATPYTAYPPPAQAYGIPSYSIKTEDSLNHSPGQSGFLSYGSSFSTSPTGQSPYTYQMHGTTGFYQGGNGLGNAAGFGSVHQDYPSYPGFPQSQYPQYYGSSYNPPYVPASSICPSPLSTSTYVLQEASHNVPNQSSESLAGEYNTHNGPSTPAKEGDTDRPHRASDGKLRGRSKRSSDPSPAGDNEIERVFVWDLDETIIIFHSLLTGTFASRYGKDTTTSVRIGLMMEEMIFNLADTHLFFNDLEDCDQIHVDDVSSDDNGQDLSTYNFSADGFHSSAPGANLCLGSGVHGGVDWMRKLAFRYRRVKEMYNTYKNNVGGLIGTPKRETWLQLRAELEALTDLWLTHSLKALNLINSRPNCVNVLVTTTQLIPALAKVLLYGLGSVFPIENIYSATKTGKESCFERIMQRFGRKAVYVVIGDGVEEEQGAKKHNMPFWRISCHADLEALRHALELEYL
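Eya2 protein (added as 0.2 uM solution) was preincubated with compound for 10 min at ambient temperature in 50 mM HEPES pH 7.5, 50 mM NaCl, 5 uM MgCl2, 0.05% BSA, 1 mM DTT. OMFP (added at 50 uM) then reacted 10 min; fluorescence read at 485/525 nm.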
Tb PFK inh = T. brucei PFK enzyme inhibition | 330,000 compounds, 0.17% hits | T. brucei PFK, ADP-Glo luminescence | O15648 | Potency, µM (top dose mostly 57.5 µM), without a hit: at the top dose activity, negative = inhibition, most hits filed as inhibitors | AID 485367;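 note: potency is the fitted concentration of half-maximal effect; 0% = uninhibited 1x PFK enzyme wells and -100% = no-enzyme wells; nearly all actives have a fitted effect of over 60% in size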
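Luminescent ADP detection (ADP-Glo, two-step: ATP depletion then ADP-to-ATP conversion for luciferase) reported PFK activity after 45 min room-temperature reaction of 1.25 nM enzyme with 0.5 mM F6P and 0.1 mM ATP at pH 8.0.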
Mito fusion act = mitochondrial division inhibition or fusion activation | S. cerevisiae fusion-defective mutant growth rescue, CellTiterGlo 48 h | Potency, µM (titrated, usually from 46.1 µM), inactives show at the top dose growth rescue (activation), most hits filed as activators | 320,000 compounds, 0.23% hits;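 note: potency is the fitted concentration of half-maximal effect; % of control where 0% means no effect; nearly all actives have a fitted effect of over 45% in size; temperature-sensitive fusion mutants such as fzo1-1 at 37 °C on non-fermentable ethanol glycerol medium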
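Growth-rescue viability read-out: after 48 h at the non-permissive 37C in glycerol/ethanol YPEG, yeast mitochondrial fusion mutants are measured by CellTiterGlo luminescence; compounds (23 nl pinned per well) restoring growth score as division inhibitors or fusion activators.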
PTAP TSG101 blk = blocks PTAP/TSG101 interaction to inhibit HIV-1 budding. Potency, µM (top dose mostly 115 µM), for inactives: at the highest dose activity change, negative = inhibition, hits mostly inhibitors. AID 493005. 340,000 tested, under 10 active. Fluorescence polarization, FITC-PTAP peptide / Tsg101 binding; active = well fitted inhibition curve with a large enough effect in the main read-out, with a control signal flat, not every such curve was filed as active; inconclusive = small, poorly fitted or top-dose-only effect, or effect the other way, or a change in a side signal; inactive = no such curve, though single readings can be large or run the other way; note: potency is the fitted concentration of half-maximal effect; % of control where 0% means no effect
Target sequence (Q99816 whole entry, looked up): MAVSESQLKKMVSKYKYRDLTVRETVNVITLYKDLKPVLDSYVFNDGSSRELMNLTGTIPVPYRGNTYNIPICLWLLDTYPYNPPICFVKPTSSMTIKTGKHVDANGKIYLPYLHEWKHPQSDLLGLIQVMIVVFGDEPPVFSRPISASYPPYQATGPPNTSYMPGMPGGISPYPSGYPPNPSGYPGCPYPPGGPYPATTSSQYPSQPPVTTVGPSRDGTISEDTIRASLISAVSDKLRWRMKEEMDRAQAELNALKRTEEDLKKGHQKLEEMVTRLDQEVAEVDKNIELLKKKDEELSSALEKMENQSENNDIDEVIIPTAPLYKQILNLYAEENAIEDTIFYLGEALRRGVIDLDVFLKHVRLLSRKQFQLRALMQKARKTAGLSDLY
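Tsg101 binding domain (10 uM final) was mixed with compound and a FITC-labeled PTAP peptide (50 nM final) in HEPES pH 7.5 buffer with NaCl, Tween 20, EDTA and TCEP; fluorescence polarization was read after 20 min at r.t.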
ASM inhibitor = inhibitors of human secretory acid sphingomyelinase | P17405 | Potency, µM (top dose mostly 57.5 µM), for the others: top-dose activity change, negative = inhibition, most hits filed as inhibitors | AID 504937 | 340,000 compounds, 0.006% hits | placental ASM, HMU-PC fluorogenic substrate, 60 min; note: potency is the fitted concentration of half-maximal effect
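Fluorogenic HMU-PC substrate (9 uM final) is turned over by placental ASM in 60 min at 37 C after a 10 min compound preincubation. Reaction ended by alkaline stop (pH 10), with fluorescence read at 386/447 nm.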
A-T KAP1 phos = potential ataxia-telangiectasia treatment; 320,000 compounds, 0.19% hits; Potency, µM (top dose mostly 57.5 µM), for the others: top-dose activation, hits mostly activators; […] A-T fibroblasts, KAP-1 phosphorylation AlphaLISA; neocarzinostatin DNA damage 30 min before lysis; note: potency is the fitted concentration of half-maximal effect; % of control where 0% means no effect; nearly all actives have a fitted effect of over 45% in size
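ATM-like activity read as KAP-1 phosphorylation via AlphaLISA donor/acceptor antibody pairs after lysis and 6 hr at 25C. Cells were ATM-null patient fibroblasts ([…], hTERT), dosed 60 min, then exposed to the DSB inducer NCS for 30 min.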
BCR signal inh = inhibitors of chronic active B-cell receptor signaling; 340,000 compounds, 0.05% hits; Potency, µM (titrated, usually from 46.1 µM), for inactives: top-dose ratio change, negative = lower green/red ratio, hits mostly inhibitors; ABC-DLBCL IkBa-CBG/CBR reporter, luminescence ratio, 4 h; AID 493014; active = well fitted inhibition curve with a large enough effect in the signal ratio, with a control signal flat, not every such curve was filed as active; inconclusive = small, poorly fitted or top-dose-only effect, or effect the other way, or a change in a side signal; the % refers to the signal ratio;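 note: potency is the fitted concentration of half-maximal effect; plate controls were basal doxycycline-induced cells for no effect and cells given 10 µM MG132 for full effect; MG132 reads +100%, hits lower the ratio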
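Concentration-response series (up to 46 uM) were applied to TMD8 dual-reporter cells for 4 h at 37C with doxycycline. Green/red ratio, after filter-overlap correction, defined %Activity; red signal alone was normalised to basal cells and zero luminescence.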
ELG1 repair inh = inhibitors of ELG1-dependent DNA repair in HEK293T cells; HEK293T ELG1-luciferase reporter, luminescence, 16 h; DNA damage induced by 5-fluorouridine; Potency, µM (titrated, usually from 46.1 µM), for the others: at the top dose activity change, negative = inhibition, hits mostly inhibitors; 330,000 compounds, 2.3% hits; note: potency is the fitted concentration of half-maximal effect; % is set by controls: 0 for no effect and ±100 for the full control effect; nearly all actives have a fitted effect of over 55% in size
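5-Fluorouridine DNA damage + compound/DMSO, 2,000 cells/well, 16 h, 37 °C/5% CO2. ONE-Glo, 30 min RT, luminescence. Readout = decrease in reporter signal.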
Starred values were filed as active, the others as inactive; ? = inconclusive; / = no result given; [ ] = dose if it differs, or a comment. Unless noted, calls come from the whole dose curve; as a rule, active = well fitted curve in the direction sought with a large enough effect; inconclusive = small, poorly fitted or top-dose-only effect, or another doubt; inactive = no such curve, though single readings can be large; an effect the other way counts as inactive or inconclusive. Rows were taken by chance; 3.2% or so of the library scored in one or more.

SMILES	TCR activator	Integrin act MD	TSHR antagonist	Eya2 phos inh	Tb PFK inh	Mito fusion act	PTAP TSG101 blk	ASM inhibitor	A-T KAP1 phos	BCR signal inh	ELG1 repair inh
COc1ccc(N2CCN(c3nc(Cl)nc(N4CCOCC4)n3)CC2)cc1	1.4%[46.1 µM]	11.5%	-0.7	-5.2%	-1.5%	18.0%	-9.3%	-12.1%	-6.5%	6.5%	-6.2%
CCOC(=O)C1(Cc2cccc(OC)c2)CCN(Cc2ccc3c(c2)OCCO3)CC1	1.3%	-38.7%	-4.1	-3.8%	-0.6%	-4.2%	-0.9%	-0.9%	-5.3%[11.5 µM]	-15.3%	?
Cc1cc(C)nc(Nc2n[nH]c(-c3ccccc3Cl)n2)n1	1.4%	-7.8%	9.1	-1.3%	-0.6%	-3.1%	-2.9%	0.5%	-6.4%	?	?
Cc1ccc(C)c2nc(Cl)c(C3NC(=O)c4ccccc4N3)cc12 (configuration not stated)	5.2%	31.3%	-11.2	0.3%	1.2%	?	-1.6%	-2.3%	-0.1%	-2.2%	?
CC(C)(C)c1csc(NC(=O)c2ccc3nccnc3c2)n1	0.4%	7.9%	-12.0	-30.7%	-3.1%	4.9%	-4.1%	3.6%	-6.7%	?	?
Cc1cccc(S(=O)(=O)NNC(=O)c2cc(-c3ccc(F)cc3)nc3ccccc23)c1	3.7%	35.3%	-8.9	-10.6%	0.0%	4.6%	-1.6%	-13.0%	-4.1%	2.1%	-0.9%
CN(C)/C=N/c1nccc(-c2cccs2)n1	-1.4%	8.91µM*	-1.2	6.4%	1.0%	2.3%	-1.7%	6.7%	-6.6%	0.2%	0.0%
Cc1ccc2c(c1)c1c(n2CC(O)CNC(C)(C)C)CCCC1 (configuration not stated)	-1.2%	-7.9%	-3.6	5.9%	-0.2%	-2.3%	-5.6%	-3.8%	13.1%	?	4.7%
O=C(COc1ccc([N+](=O)[O-])cc1)NNC(=O)Nc1ccccc1F	-6.1%	?	1.8	-5.5%	-0.1%	-9.4%	-2.6%	-3.2%	?	1.8%	-5.2%
Cc1noc(C)c1S(=O)(=O)N1CCC(C(=O)N2CCN(c3ccc(F)cc3)CC2)CC1	3.6%	1.4%	-3.0	-17.5%	1.2%	-3.1%	0.5%	-3.4%	0.4%	0.6%	-2.0%
O=C(NC1CC1)c1sc2ccccc2c1Cl	-4.4%	-6.2%	-5.5	14.1%	-3.8%	1.8%	-3.2%	-2.1%	0.2%	-2.1%	?
CC(=O)Nc1ccc(NC(=O)c2oc3cc(C)c(C)cc3c2C)cc1	-3.9%	-2.6%	0.0	-6.8%	-9.2%	1.6%	-5.3%	184.5%[activator]	-0.9%	2.7%	-0.7%
Cc1noc(C)c1S(=O)(=O)N(CC(=O)N1CCc2ccccc21)c1ccc(C(C)C)cc1	-0.1%	24.4%	-4.9	15.9%	-1.6%	2.0%	-1.6%	-1.8%	8.5%	4.7%	12.8%
O=C(CCN1C(=O)C2C3CCC(C3)C2C1=O)Nc1ccccc1C(F)(F)F (configuration not stated)	-5.2%	-16.5%	11.9	9.2%	-3.5%	14.3%	-1.1%	4.9%	-1.3%	1.3%	4.7%
COc1cccc(NC(=O)CSc2nnc(C)s2)c1	2.1%	10.6%	7.4	-14.6%	1.9%	-6.0%	-0.7%	1.2%	-2.0%	-0.9%	-0.5%
CNC(=S)Nc1cccc(-c2cnc3ccccc3n2)c1	2.7%	6.7%	3.4	8.9%	2.9%	-44.3%[inhibitor]	-7.0%	-0.1%	-3.3%	2.9%	?
O=C(Nc1cccc(S(=O)(=O)N2CCCCC2)c1)c1ccc(N2CCCC2=O)cc1	-0.8%	1.3%	-9.0	14.3%	-2.3%	-1.9%	0.7%	1.3%	2.2%	2.1%	18.8%
CCc1noc(C)c1C(=O)Nc1nnc(C(CC)CC)s1	-21.0%	21.7%	1.9	-0.8%	-9.0%	1.0%	-6.0%	0.6%	2.2%	-9.0%	-19.7%
CCO/C=C1\N=C(c2ccc(F)cc2)OC1=O	-2.4%[46.1 µM]	-17.4%	34.4	4.8%	2.7%	-1.7%	-1.9%	-0.8%	-1.7%	-12.7%	15.8%
CC(C)(C)NC(=O)NC(=O)COC(=O)CNC(=O)c1cc(Cl)cc([N+](=O)[O-])c1	4.2%	-29.2%	6.4	-7.4%	4.5%	-5.1%	-0.9%	0.6%	12.0%	?	-9.9%
COc1ccc(NC(=O)CN(C)C(=O)CSc2nc3ccccc3s2)cc1	-3.6%	15.8%	/	-5.8%	-15.6%	10.9%	-4.3%	-1.4%	15.3%	4.6%	?
COc1cccc(/C=N/NC(=O)c2ccncc2)c1OC(=O)c1ccc(Br)cc1	-0.7%	-21.4%	-6.2	7.4%	-3.3%	-3.2%	-16.2%	-16.4%	-7.8%	-18.3%	?
Cc1cccc2c1cnn2C(=O)Nc1ccc(Br)cc1F	-4.5%	3.8%	1.0	9.4%	1.8%	-19.8%	-4.2%	2.4%	11.5%	?	6.4%
CCN(CCn1cccn1)Cc1nc(-c2ccc(OC)cc2)no1	0.8%	0.0%	10.8	12.7%	0.4%	-6.0%	-6.0%	-1.9%	5.4%	-3.5%	-19.5%
Cc1ccc(CSCC(=O)NCCCN2CCOCC2)cc1	-4.9%	-30.3%	-10.4	3.1%	4.4%	6.6%	-0.1%	5.3%	0.2%	0.9%	-6.6%
CCn1c(-c2ccc(C)cc2)n[nH]c1=S	1.2%	9.6%	-8.2	-35.6%	15.6%	-0.7%	-7.2%	4.9%	6.3%	-2.7%	7.9%
COC(=O)c1ccc(NC(=O)c2c(Br)cnn2C)cc1	5.9%	-15.9%	-5.3	?	-9.8%	3.3%	-3.0%	-1.0%	4.5%	-0.9%	?
CC1Cc2ccccc2N1S(=O)(=O)c1cccc(C(=O)N2CC(=O)Nc3ccccc32)c1 (configuration not stated)	7.0%	3.9%	-19.9	-3.7%	2.3%	9.5%	-8.8%	-0.6%	23.1%	3.8%	-2.2%
Cc1ccc(Nc2cc(C)nc3c(C)ccc([N+](=O)[O-])c23)cc1	1.4%	0.4%	-12.5	-2.6%	2.2%	-15.1%	-0.4%	-15.5%	-1.7%	6.8%	-25.7%
CC(NC(=O)c1ccccc1NC(=O)CN1CCN(c2ccccc2O)CC1)c1ccccc1 (configuration not stated)	1.9%	-25.8%	0.2	8.2%	0.8%	15.7%	0.0%	-2.8%	-6.3%	-1.5%	2.31µM*
CCCCc1ccc(S(=O)(=O)NCCc2ccncc2)cc1	-4.5%	-29.0%	-14.2	3.8%	4.6%	4.3%	-2.7%	-1.0%	13.4%	4.6%	-21.4%
O=C(Nc1ccccc1)OCc1cc(-c2ccc(Cl)cc2)on1	-5.9%	0.2%	-5.1	-5.1%	-6.5%	-2.9%	0.5%	-6.1%	1.0%	-3.8%	10.3%
O=C(c1cccc(NS(=O)(=O)c2ccccc2)c1)N1CCCCC1	1.8%	15.6%	9.5	-13.8%	7.6%	0.5%	-0.6%	0.4%	/	-8.4%	?
Clc1ccc(-n2nnnc2CN2CCOCC2)cc1	-34.2%	-7.4%	10.5	4.9%	2.0%	-0.2%	-5.4%	1.1%	-2.1%	4.3%	-0.4%
COc1ccc(NC(=O)/C(C#N)=C\c2ccc(-c3cc(C(=O)O)ccc3C)o2)cc1	-3.7%	4.7%	-19.2	16.5%	0.3%	8.4%	-4.6%	-4.0%	-4.9%	-2.8%	-0.6%
Cc1ccc(S(=O)(=O)CCC(=O)Nc2nnc(CC(C)C)s2)cc1	4.2%	-46.9%[inhibitor]	/	-32.6%	-19.0%	-0.7%	0.5%	1.6%	-7.0%	?	-5.2%
Cc1ccc(SC(C)C(=O)Nc2cccc(N(C)S(C)(=O)=O)c2)cc1 (configuration not stated)	6.2%	-31.2%	-9.3	-3.6%	-2.7%	4.5%	-14.8%	-0.8%	-2.2%	?	-8.2%
